Bioassay records from PubChem.
influenza NS1A: NS1A inhibition, H1N1 influenza, cell based functional assay (AID 504329). NS1A functional cell-based assay, percent inhibition; higher % means a stronger effect. one-dose inhibition, % at 12.5 µM; IC50 in µM for titrated hits. hit rate 0.3% among 340,000; in the data active = a potency from the dose series; inconclusive = inhibition above about 27% without an active follow-up result; also: strong numbers were not always called active
M. tuberculosis: growth inhibition of non-replicating M. tuberculosis (AID 488890); one-dose inhibition, % at 25 µM; IC50 in µM for titrated hits; Mycobacterium tuberculosis non-replicating, growth inhibition; higher % means a stronger effect; hit rate 0.39% among 320,000; in the data active = a potency from the dose series; inconclusive = inhibition mostly from about 82% at the one dose, without a potency; inactive = the rest, 99 in 100 with inhibition below about 76%;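 also: plate controls were DMSO cells for no effect and high antibiotic wells for full effect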
PhoP GFP inhibition: PhoP regulon inhibitors, Salmonella typhi PhoP promoter GFP reporter, confirmatory (AID 1850) | Salmonella Typhi PhoP-promoter GFP reporter, fluorescence, 4 h; higher % means a stronger effect | inhibition, % at 50 µM, or IC50 in µM where a hit was titrated | hit rate 0.33% among 310,000; in the data active = a potency from the dose series; inconclusive = inhibition mostly from about 25% at the one dose, without a potency; inactive = the rest, 99 in 100 with inhibition below about 19%;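 also: 0% = induced wells with vehicle and 100% = uninduced wells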
VEEV TC-83 Vero: inhibitors of VEEV TC-83 cytopathic effect, confirmation, Vero cells (AID 588727). hit rate 0.13% among 350,000. inhibition, % at 20 µM; hits with a dose series show IC50 in µM. Vero cells, VEEV TC-83 cytopathic effect inhibition; higher % means a stronger effect; in the data active = a potency from the dose series; inconclusive = inhibition mostly from about 14% at the one dose, without a potency; inactive = the rest, 99 in 100 with inhibition below about 12%; also: strong numbers were not always called active
H37Rv inhibition: M. tuberculosis growth inhibition, HTS (AID 449762); M. tuberculosis H37Rv growth inhibition, 7H9 media; higher % means a stronger effect; one-dose inhibition, % at 25 µM; IC50 in µM for titrated hits; hit rate 0.59% among 330,000; in the data active = a potency from the dose series; inconclusive = inhibition above about 70% without an active follow-up result;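 also: bacterial growth assessed after seven days of incubation; strong numbers were not always called active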
VEEV TC-83 Vero 10K pilot screen: also measured in VEEV TC-83 Vero; calls as there; inhibition, %; measured here: 10K pilot screen inhibition
* marks the source's active call; other numbers are inactive results; i = inactive; ? = inconclusive; nt = not tested or not shown. Random draw from the library; about 1.4% have a hit in one of these screens.

SMILES	influenza NS1A	M. tuberculosis	PhoP GFP inhibition	VEEV TC-83 Vero	H37Rv inhibition	others
CCCN(CCC)S(=O)(=O)c1ccc(C(=O)NCc2n[nH]c(=S)n2-c2ccc(Cl)c(Cl)c2)cc1	13%	-32%	7%	0.5%	-1%
O=C(N/N=C/c1nn(-c2ccccc2)cc1-c1ccc(Cl)cc1)c1ccncc1	nt	52%	-4%	nt	?
CC1CCCCC1NC(=O)c1cccc(NC2=NC3CS(=O)(=O)CC3S2)c1 (stereo not given)	0%	4%	3%	0.4%	-9%
COc1ccc(C(=O)NCC2OCCc3ccccc32)c(O)c1 (stereo not given)	0%	9%	-9%	1.4%	0%	VEEV TC-83 Vero 10K pilot screen=4.1
COc1cc(C)c(S(=O)(=O)N2CCOCC2)cc1C	3%	-15%	5%	0.4%	-7%
O=C(O)CCC(=O)NC1CCCCCCC1	4%	-3%	-12%	0.7%	-7%
Cc1cc(C)n2c(SCCO)nnc2n1	-18%	-10%	9%	0.7%	-6%
CCN(CC)C(=O)c1nc[nH]c1C(=O)N(C)Cc1ccccc1	5%	1%	nt	1.0%	-1%
CCOc1ccccc1-c1nnc(SCC(=O)Nc2ccccc2)o1	2%	64%	5%	1.1%	10%
Cc1cc2c(cc(C(=O)NCCCN3CCOCC3)n2Cc2ccc(Cl)cc2)o1	15%	36%	2%	i	?
CC(OC(=O)CCCOc1ccccc1)C(=O)NC(N)=O (stereo not given)	-1%	11%	12%	0.1%	-22%
COc1cccc(CNC(=O)Cn2ncn3cccc3c2=O)c1OC	4%	-28%	4%	5.5%	-5%
[O-][n+]1onc2c1C(N1CCOCC1)CCC2N1CCOCC1 (stereo not given)	0%	-16%	-6%	0.0%	-5%
O=C1c2ccc([N+](=O)[O-])cc2C(=O)N1c1ccc([N+](=O)[O-])cn1	-11%	3%	7%	i	-1%
COC(=O)c1ccc(CSc2nc3c(cnn3-c3ccccc3)c(=O)[nH]2)o1	-7%	7%	-6%	0.7%	-6%
CN(Cc1nc(-c2ccccn2)no1)S(=O)(=O)c1ccc(Br)cc1	8%	-8%	-2%	i	-5%
CCc1ccc(/C=C2/C(=O)N(CC)C(=S)N2C)s1	-6%	55%	-4%	3.5%	12%	VEEV TC-83 Vero 10K pilot screen=4.6
CCN(CC(=O)Nc1c(F)cccc1F)C(=O)C1CC1	-1%	0%	nt	1.0%	-4%
N#Cc1c(N2CCN(C(=O)c3ccco3)CC2)nc(-c2ccccc2)c2c1CCCC2	-4%	40%	-7%	4.8%	67%
COc1ccc(CCNC(=O)c2ccc(-c3ccc([N+](=O)[O-])cc3Cl)o2)cc1	-3%	73%	-2%	1.3%	9%	VEEV TC-83 Vero 10K pilot screen=8.2
Cc1cc(N2CCN(c3ccccc3)CC2)nc(-n2nc(C)cc2C)n1	-18%	6.3µM*	3%	i	?
CCN(CC)C(=O)c1ccc(C(=O)c2c(C)cc(C)cc2C)cc1	-9%	13%	1%	i	-1%
COc1ccc(OC)c(-n2c(-c3cccc(C)c3)n[nH]c2=S)c1	5%	-6%	-14%	1.5%	0%
COc1ccc(NC(=O)Nc2cccs2)cc1OC	4%	0%	14%	i	-1%
O=C(Nc1ccccc1F)C1CC1c1ccccc1 (stereo not given)	-1%	71%	4%	2.7%	-2%

5 compounds drawn at random from those above, as already listed:
SMILES	influenza NS1A	M. tuberculosis	PhoP GFP inhibition	VEEV TC-83 Vero	H37Rv inhibition	others
CCOc1ccccc1-c1nnc(SCC(=O)Nc2ccccc2)o1	2%	64%	5%	1.1%	10%
COc1ccc(NC(=O)Nc2cccs2)cc1OC	4%	0%	14%	i	-1%
COc1ccc(C(=O)NCC2OCCc3ccccc32)c(O)c1 (stereo not given)	0%	9%	-9%	1.4%	0%	VEEV TC-83 Vero 10K pilot screen=4.1
CCCN(CCC)S(=O)(=O)c1ccc(C(=O)NCc2n[nH]c(=S)n2-c2ccc(Cl)c(Cl)c2)cc1	13%	-32%	7%	0.5%	-1%
N#Cc1c(N2CCN(C(=O)c3ccco3)CC2)nc(-c2ccccc2)c2c1CCCC2	-4%	40%	-7%	4.8%	67%

(next part)
SMILES	influenza NS1A	M. tuberculosis	PhoP GFP inhibition	VEEV TC-83 Vero	H37Rv inhibition	others
CCOC(=O)C1(CCc2ccccc2)CCN(Cc2ccc3c(c2)OCCO3)CC1	5%	46%	6%	i	?
O=C(CSc1nnc(COc2ccc(Cl)cc2Cl)o1)Nc1ccccn1	2%	?	-1%	0.5%	0%
CC(=O)Nc1ccc(CCNC(=O)c2ccc3ccccc3c2O)cc1	-3%	nt	nt	>25µM*	nt
Cn1cc(CN2CCc3c([nH]c4ccccc34)C2C(C)(C)C)cn1 (stereo not given)	-1%	13%	1%	1.5%	0%
COc1ccc(-n2cc(-c3ccccc3)[nH]c2=S)c(OC)c1	6%	-7%	-5%	i	1%
COCCn1c(CN2CCc3ccccc3C2)nc2c1c(=O)n(C)c(=O)n2C	3%	-26%	3%	i	-1%
N=c1c2c(ncn1Cc1ccco1)Oc1c(ccc3ccccc13)C2c1ccccc1 (stereo not given)	-7%	37%	-10%	13%	?
Cc1ccc(F)c(NC(=O)/C(C#N)=C(\O)c2ccc(C(C)(C)C)cc2)c1	4%	60%	-1%	0.8%	-5%
C/C(=N\NC(=O)C(N)=O)c1cccc([N+](=O)[O-])c1	6%	2%	-17%	i	-4%
COc1ccccc1NC(=O)Cn1nc(-c2ccc3c(c2)OCCO3)ccc1=O	-5%	1%	-11%	2.6%	7%
COc1ccc(Cn2c(=S)[nH]c3cc(C(=O)N4CCCCC4)ccc3c2=O)cc1	2%	-18%	-14%	0.6%	8%
Clc1ccc2c(N/N=C/c3cccc(Br)c3)ccnc2c1	5%	32%	3%	13%	?	VEEV TC-83 Vero 10K pilot screen=14
COc1ccc(N(C)C(=O)c2cn(CC(C)C)c(=O)c3cc(OC)c(OC)cc23)c(OC)c1	-17%	-13%	-12%	i	-8%
CCN(CC)C(=O)Oc1nnc(SC(C)C)n1-c1ccc(Cl)c(Cl)c1	10%	12%	14%	2.6%	2%
O=C(CCN1C(=O)[C@@H]2Cc3ccccc3CN2C1=O)N[C@H](Cc1ccccc1)C(=O)O	-9%	-9%	-1%	0.8%	-1%
Cc1ccc[n+](-c2nc([O-])sc2C=O)c1	-2%	-2%	-54%	0.1%	-5%
CC(C)(C)OC(=O)NCCC(=O)Oc1ccc2ccc(=O)oc2c1	9%	82%	-2%	0.9%	-4%
Cc1ccc(C(=O)NC(C)c2ccc(-n3ccnc3)cc2)cc1 (stereo not given)	-11%	5%	-4%	i	-5%
COc1ccccc1S(=O)(=O)Nc1ccc(S(=O)(=O)Nc2nccs2)cc1	-3%	19%	nt	1.8%	-14%
CC1(C)CC(=O)C(C(C2=C(O)CC(C)(C)CC2=O)c2ccc(O)c([N+](=O)[O-])c2)=C(O)C1	1%	-9%	-1%	0.6%	19%
COc1ccc(-c2nnc(SCc3cccnc3)o2)cc1	14%	54%	-5%	2.7%	0%
CC(=O)c1ccc(N2C(=O)[C@@H]3C(C(=O)CCN4C(=O)c5ccccc5C4=O)=NN[C@@H]3C2=O)cc1	-4%	-13%	-8%	3.0%	0%
O=C(NCc1cccnc1)Nc1ccccc1C(F)(F)F	-6%	-19%	-4%	4.5%	-9%
O=C(O)c1ccc([N+](=O)[O-])c(CS(=O)(=O)c2ccccc2)c1	18%	-6%	-1%	i	8%
COc1ccc2c(c1)OC[C@H]1[C@H]2N2C(=O)CN(Cc3ccc(Cl)cc3)C(=O)[C@@]2(C)[C@H]1c1ccccc1	6%	56%	nt	0.6%	?

A draw from above in order of count of non-hydrogen atoms, low to high.
SMILES	influenza NS1A	M. tuberculosis	PhoP GFP inhibition	VEEV TC-83 Vero	H37Rv inhibition	others
CC(OC(=O)CCCOc1ccccc1)C(=O)NC(N)=O (stereo not given)	-1%	11%	12%	0.1%	-22%
CC(C)(C)OC(=O)NCCC(=O)Oc1ccc2ccc(=O)oc2c1	9%	82%	-2%	0.9%	-4%
COc1cccc(CNC(=O)Cn2ncn3cccc3c2=O)c1OC	4%	-28%	4%	5.5%	-5%
CC1CCCCC1NC(=O)c1cccc(NC2=NC3CS(=O)(=O)CC3S2)c1 (stereo not given)	0%	4%	3%	0.4%	-9%
Cc1cc2c(cc(C(=O)NCCCN3CCOCC3)n2Cc2ccc(Cl)cc2)o1	15%	36%	2%	i	?

Back to the main list, repeating the five entries before the break.
SMILES	influenza NS1A	M. tuberculosis	PhoP GFP inhibition	VEEV TC-83 Vero	H37Rv inhibition	others
COc1ccc(-c2nnc(SCc3cccnc3)o2)cc1	14%	54%	-5%	2.7%	0%
CC(=O)c1ccc(N2C(=O)[C@@H]3C(C(=O)CCN4C(=O)c5ccccc5C4=O)=NN[C@@H]3C2=O)cc1	-4%	-13%	-8%	3.0%	0%
O=C(NCc1cccnc1)Nc1ccccc1C(F)(F)F	-6%	-19%	-4%	4.5%	-9%
O=C(O)c1ccc([N+](=O)[O-])c(CS(=O)(=O)c2ccccc2)c1	18%	-6%	-1%	i	8%
COc1ccc2c(c1)OC[C@H]1[C@H]2N2C(=O)CN(Cc3ccc(Cl)cc3)C(=O)[C@@]2(C)[C@H]1c1ccccc1	6%	56%	nt	0.6%	?
Cc1nc(CNC(=O)C2CCC(=O)N(CCc3ccc(Cl)cc3)C2)sc1C (stereo not given)	2%	9%	-8%	1.2%	-3%
O=C(COc1ccc(/C=N/NC(=O)c2cc3ccccc3o2)cc1Cl)Nc1ccccc1	8%	13%	4%	?	-1%
Cn1c(Sc2ccc([N+](=O)[O-])cc2C(F)(F)F)nnc1-c1ccccc1	11%	28%	0%	1.3%	8%
O=C(CCCc1cccs1)Nc1nc(-c2ccc(F)cc2)cs1	2%	14%	-12%	0.6%	2%
O=C(NCCN1CCOCC1)c1ccncc1	-2%	-6%	5%	5.6%	-3%
CC(C)CC(C)N (stereo not given)	-8%	-5%	nt	i	-8%
Cc1nc2ccccc2c2oc(C(=O)Nc3ccc(C(C)C)cc3)cc12	-18%	?	-5%	7.2%	?
Cn1nccc1C(=O)N(CCN1CCCCC1)CC1CCCN(C2CCCC2)C1 (stereo not given)	-10%	8%	-2%	0.8%	4%
O=C(O)c1cn(-c2ccccc2)nc1-c1ccc(F)cc1	-1%	-15%	1%	i	-5%
COc1ccc(S(=O)(=O)NC2CC(C)(C)NC(C)(C)C2)cc1	10%	3%	2%	0.5%	2%
O=C(CSc1nnc(COc2ccccc2)n1Cc1ccco1)c1ccc(F)cc1	-3%	1%	6%	0.7%	-8%
CCOC(=O)C1=C(C)NC2=C(C1c1ccc([N+](=O)[O-])cc1)S(=O)(=O)c1ccccc12 (stereo not given)	-1%	46%	0%	i	-1%
Cc1ccc(OCC(=O)c2c(O)c3ccccc3oc2=O)cc1C	3%	?	-7%	2.1%	20%
CCSc1nnc(NS(=O)(=O)c2ccc(C)cc2)s1	5%	8%	-8%	1.6%	0%
O=C(c1ccc(Br)o1)N(Cc1ccccc1)Cc1ccccc1	-4%	26%	-10%	i	1%	VEEV TC-83 Vero 10K pilot screen=0.9
CC(C)CNC(=O)COC(=O)c1ccccc1OCC(=O)Nc1ccc(Br)cc1	4%	-4%	3%	0.3%	5%
COC(=O)[C@]1(CC(C)C)N[C@H](c2ccc(-c3ccc4c(c3)OCO4)cc2)[C@@H]2C(=O)N(C)C(=O)[C@@H]21	-7%	-6%	-25%	1.5%	-2%
NS(=O)(=O)c1cc(C(=O)OCCNC(=O)c2ccccc2)c(Cl)cc1Cl	-1%	5%	1%	0.3%	-4%
O=C(NCc1ccco1)c1ccc(NS(=O)(=O)c2cccc(F)c2)cc1	12%	nt	-6%	1.5%	-6%
